GalR3 antagonist = antagonists of human GalR3; HEK293 GalR3-CNG cAMP membrane potential fluorescence; galR3 body fused to GalR1 C-terminus; 360,000 tested, 0.44% active; inhibition, % at 3 µM; O60755;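 active = inhibition above the screen-wide average plus 3 SD, cut at about 13% in these data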;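 note: forskolin and galanin both at EC90 stimulate the cells; cAMP rise reported by CNG channel membrane potential dye signal; 0% = forskolin plus galanin with DMSO and 100% = forskolin alone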
Target sequence (O60755 1-299 limits assumed): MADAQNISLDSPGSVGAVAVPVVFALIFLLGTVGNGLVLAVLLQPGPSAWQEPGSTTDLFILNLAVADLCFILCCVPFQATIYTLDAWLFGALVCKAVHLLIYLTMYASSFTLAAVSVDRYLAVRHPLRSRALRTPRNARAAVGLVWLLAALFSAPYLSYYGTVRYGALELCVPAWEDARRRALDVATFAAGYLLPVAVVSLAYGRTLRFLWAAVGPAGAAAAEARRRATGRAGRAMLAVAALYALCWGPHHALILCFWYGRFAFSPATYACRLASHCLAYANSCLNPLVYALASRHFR
MEKK2wt PB1 HTS = raises or lowers MEK5 binding to wildtype human MEKK2 PB1 domain; binding response (% of control), % at 10 µM; Q9Y2U5; 290,000 tested, 1.1% active; AID 1531; bead flow cytometry, Alexa488-MEK5 binding to MEKK2 WT; actives lie on both sides; in the data active = binding response below about 67% or above about 130%
M18AAP inhibitor = PfM18AAP enzyme inhibition; recombinant PfM18AAP, H-Glu-NHMec fluorogenic cleavage; inhibition, % at 7.35 µM; 290,000 tested, 1.2% active;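 active = inhibition above the campaign mean inhibition over all tested compounds plus 3 SD, cut at about 28% in these data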;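 note: 0% = plate median of test compound wells and 100% = 2 mM ZnCl2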
GPR7 antag = human neuropeptides B/W receptor 1 antagonism | GPR7-expressing cells, fluorescence antagonist assay | inhibition, % at 4.4 µM | 290,000 tested, 1.1% active; in the data active = inhibition above about 16%, passing the limit was not always enough;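 note: cells stimulated with the agonist NPW; 0% = agonist with vehicle and 100% = vehicle without agonist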
Target sequence (P48145 whole entry, looked up): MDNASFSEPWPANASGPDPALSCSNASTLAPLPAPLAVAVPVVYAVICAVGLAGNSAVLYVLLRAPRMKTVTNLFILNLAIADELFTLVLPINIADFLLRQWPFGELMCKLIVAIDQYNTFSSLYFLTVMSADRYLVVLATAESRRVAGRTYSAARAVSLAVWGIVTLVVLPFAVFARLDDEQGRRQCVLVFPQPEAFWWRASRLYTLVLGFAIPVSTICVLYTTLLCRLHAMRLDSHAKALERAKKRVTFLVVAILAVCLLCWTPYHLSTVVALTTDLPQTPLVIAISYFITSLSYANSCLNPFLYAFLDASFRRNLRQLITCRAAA
V1R ag counter = counter-screen for oxytocin receptor agonists: human V1a receptor agonists; P37288; CHO-V1R cells, Fluo-8 calcium fluorescence, agonist mode; 0% DMSO, 100% 3 nM vasopressin; activation, % at 3 µM; 320,000 tested, 0.25% active;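 active = activation above the mean activation of all tested compounds plus 3 SD, per screening run, cut at about 20% in these data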;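 note: signal is peak over basal fluorescence ratio across a 100 second FLIPR read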
Target sequence (P37288 whole entry, looked up): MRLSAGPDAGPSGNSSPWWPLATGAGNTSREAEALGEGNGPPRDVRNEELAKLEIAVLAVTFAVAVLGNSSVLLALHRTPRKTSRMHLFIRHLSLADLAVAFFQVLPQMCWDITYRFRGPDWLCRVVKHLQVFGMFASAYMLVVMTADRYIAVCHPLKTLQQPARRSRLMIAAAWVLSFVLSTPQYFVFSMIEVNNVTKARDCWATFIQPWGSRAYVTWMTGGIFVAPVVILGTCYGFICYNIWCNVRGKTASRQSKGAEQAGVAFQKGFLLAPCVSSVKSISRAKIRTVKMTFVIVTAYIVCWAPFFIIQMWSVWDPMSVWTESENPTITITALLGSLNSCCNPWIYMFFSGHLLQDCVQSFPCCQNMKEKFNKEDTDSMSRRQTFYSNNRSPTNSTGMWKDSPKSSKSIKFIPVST
OXTR agonist = human OXTR agonism. CHO-OTR cells, Fluo-8 calcium fluorescence; normalized: DMSO 0%, oxytocin 100%. AID 2435. P30559. activation, % at 3 µM. 320,000 tested, 0.32% active;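 active = activation above the mean of all tested compounds plus 3 SD, cutoff set per screening run, cut at about 20% in these data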;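 note: peak over basal fluorescence ratio from a 100 s FLIPR kinetic read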
OXTR potentiate = potentiates the human oxytocin receptor response; activation, % at 3 µM; 320,000 tested, 0.061% active; P30559; CHO-OTR cells, Fluo-8 calcium fluorescence, potentiator mode; 0% = oxytocin EC15, 100% = EC100;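 active = activation above that plate's cutoff, the mean activation of tested compounds plus 3 SD, cut at about 6.6% in these data, passing the limit was not always enough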;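 note: 100% uses oxytocin at 75 nM as the full agonist control; some results filed as inactive read as strong as hits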
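test system = CHO-OTR cells, human receptor | compound = single-point 3.0 µM | schedule = 6 min compound pre-incubation at room temperature, 100 s kinetic read | signal = Fluo-8 no-wash calcium dye fluorescence, excitation 470-495 nm, emission 515-575 nm | repeats = single well per compound, singlicate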
NALP1 inh = blocks the NALP1 inflammasome reconstituted in yeast | S. cerevisiae NALP1/ASC/caspase-1 growth, X-gal OD620, 72 h | 280,000 tested, 0.61% active | AID 2071 | inhibition, % at 10 µM; in the data active = inhibition mostly above about 24%, no sharp cut-off; inactive = mostly below about 32%; note: some compounds called inactive have numbers as strong as hits
MEKK2mut PB1 HTS = signal of MEK5 binding to mutant human MEKK2 PB1 domain; bead flow cytometry, Alexa488-MEK5 binding to MEKK2 mutant; percent response, % at 10 µM; 290,000 tested, 0.35% active; in the data active = percent response above about 24%, passing the limit was not always enough; note: inactives centre near 1; some results filed as inactive read as strong as hits; reference of the scale not given here
Numbers without * were called inactive; x = no result given; [ ] = dose if it differs, or a comment.

Sample of the layout (5 entries):
Below each SMILES – GalR3 antagonist, MEKK2wt PB1 HTS, M18AAP inhibitor, GPR7 antag, V1R ag counter, OXTR agonist, OXTR potentiate, NALP1 inh, MEKK2mut PB1 HTS
CCOC(=O)[C@H]1[C@H]2COc3ccc(C)cc3[C@@H]2N2C(=O)CN(Cc3ccccc3)C(=O)[C@@]12C
    -5, x, x, x, 0.3, -1.4, -2, x, x
O=C(O)CCN1C(=O)/C(=C\c2cccc(Oc3ccccc3)c2)SC1=S
    -10, 107, -10, -4, 2.0, 0.8, -6, -16, 4
O=C(CCCC(=O)N(CC(=O)NC1CCCCC1)CC1CCCO1)Nc1ccccn1 (stereo not drawn)
    -1, 103, -4, -10, 1.1, 1.9, -7, 0, -7
Cc1cc(NC(=S)Nc2ccccc2)ccc1Br
    0, 97, 1, -1, 1.6, 1.4, 0, 15, 0
O=C(NC(=S)NCCc1ccccc1)C1CCCCC1
    -5, 101, -2, -2, -1.3, -1.5, -6, 28, -1

Results, from the first entry:
Below each SMILES – GalR3 antagonist, MEKK2wt PB1 HTS, M18AAP inhibitor, GPR7 antag, V1R ag counter, OXTR agonist, OXTR potentiate, NALP1 inh, MEKK2mut PB1 HTS
CCOC(=O)[C@H]1[C@H]2COc3ccc(C)cc3[C@@H]2N2C(=O)CN(Cc3ccccc3)C(=O)[C@@]12C
    -5, x, x, x, 0.3, -1.4, -2, x, x
O=C(O)CCN1C(=O)/C(=C\c2cccc(Oc3ccccc3)c2)SC1=S
    -10, 107, -10, -4, 2.0, 0.8, -6, -16, 4
O=C(CCCC(=O)N(CC(=O)NC1CCCCC1)CC1CCCO1)Nc1ccccn1 (stereo not drawn)
    -1, 103, -4, -10, 1.1, 1.9, -7, 0, -7
Cc1cc(NC(=S)Nc2ccccc2)ccc1Br
    0, 97, 1, -1, 1.6, 1.4, 0, 15, 0
O=C(NC(=S)NCCc1ccccc1)C1CCCCC1
    -5, 101, -2, -2, -1.3, -1.5, -6, 28, -1
Nc1nc(NC(=O)c2ccc(F)cc2)ns1
    0, x, x, x, 0.2, 0.3, -15, x, x
CCCCCCc1nnc(NC(=O)OCC)s1
    -5, 99, -5, -11, -0.5, -1.2, -5, 6, -3
CCN1CCc2c(sc(NC(=O)c3ccc(S(=O)(=O)N(C)c4ccccc4)cc3)c2C(=O)NC)C1
    x, 83, 16, -2, 11, 8.7, -2, 6, -1
COc1ccc(CNC(=O)CNC(=O)CNS(=O)(=O)c2ccc(C)c(C)c2)cc1
    -8, 112, -6, -6, 0.3, -1.7, 2, 9, 3
C=CCNC(=S)NNC(=O)COc1cccc(Cl)c1
    x, 100, 17, 11, -0.6, 0.2, -7, -8, 4
CCOC(=O)Cn1cc(/C=N/NC(=O)c2ccc(C#N)cc2F)c2ccccc21
    -9, 107, 1, 14, 1.0, 2.6, -4, 13, 2
O=C(O)c1cnc(-c2ccccc2)nc1-c1ccccc1
    -5, 97, 5, -5, 1.2, 0.0, -17, 6, -9
CN(C)C(=O)c1ccc(NC(=O)c2cc(-n3cnnc3)ccc2Cl)cc1
    -5, 101, 2, -4, 0.2, -0.6, -1, 13, -1
Cc1cc(C)n2nc(C(=O)Nc3ccc4c(c3)OCCO4)nc2n1
    -7, x, x, x, -0.6, -0.1, -6, x, x
O=C(O)c1cc(-c2ccc3c(c2)OCO3)nc2ccccc12
    -6, 105, 1, 1, 0.3, -0.4, -12, 6, 8

Compound profiles, as listed above. Order of values: GalR3 antagonist, MEKK2wt PB1 HTS, M18AAP inhibitor, GPR7 antag, V1R ag counter, OXTR agonist, OXTR potentiate, NALP1 inh, MEKK2mut PB1 HTS
Record of `CCOC(=O)[C@H]1[C@H]2COc3ccc(C)cc3[C@@H]2N2C(=O)CN(Cc3ccccc3)C(=O)[C@@]12C` : -5, x, x, x, 0.3, -1.4, -2, x, x
Record of `CN(C)C(=O)c1ccc(NC(=O)c2cc(-n3cnnc3)ccc2Cl)cc1` : -5, 101, 2, -4, 0.2, -0.6, -1, 13, -1

Next part:
Below each SMILES – GalR3 antagonist, MEKK2wt PB1 HTS, M18AAP inhibitor, GPR7 antag, V1R ag counter, OXTR agonist, OXTR potentiate, NALP1 inh, MEKK2mut PB1 HTS
CC(=O)N1CCc2c(sc(NC(=O)C3CCCN3S(=O)(=O)c3cccs3)c2C(N)=O)C1 (stereo not drawn)
    -2, x, x, x, 1.9, 1.2, 0, x, x
CC1CCC(NC(=O)c2nc(Cn3ccc([N+](=O)[O-])n3)no2)CC1 (stereo not drawn)
    -11, 97, 0, -11, 2.3, 2.2, -3, -6, -1
COC(=O)c1oc2ccccc2c1NC(=O)CN1CCCC1
    2, 101, -8, -18, 0.9, -1.7, 0, -4, 0
COc1ccccc1NC(=O)c1c[nH]c2ccccc12
    -9, 104, -2, -5, 1.4, -0.8, 0, 29, 1
CCCOc1ccc(-c2c(=O)n(OCc3ccc([N+](=O)[O-])cc3)c3ccccc3[n+]2[O-])cc1
    -2, 101, -9, -2, -0.9, 0.0, 3, 24, 18
CCOc1cc(CN2CCCC(N3CCN(c4ccc(F)cc4)CC3)C2)ccc1OC (stereo not drawn)
    -3, 102, -3, 7, 2.2, -0.8, 4, -26, 1
O=C(NCC1CCCO1)C1CCCN(Cc2cnn(-c3ccccc3)c2-n2cccc2)C1 (stereo not drawn)
    2, 103, -1, 7, 0.1, 0.8, -3, 15, 4
Cc1sc2nc(CSc3ccccc3)nc(N3CCN(C)CC3)c2c1C
    -10, 105, -4, 6, 3.0, 5.0, -8, 45, -2
O=C(Nc1ccc(S(=O)(=O)Nc2ncccn2)cc1)C1CC(=O)N(c2ccc(Cl)cc2)C1 (stereo not drawn)
    0, 102, 0, -1, -0.2, 0.7, -6, 0, 1
Fc1cccc(Cl)c1CSC1=NCCS1
    -10, 98, 2, -15, -0.9, -1.8, -1, 0, 1
Clc1ccccc1Nc1nc(-c2cccnc2)cs1
    -5, 97, 10, 3, -1.4, -2.7, -10, -38, -5
Cc1c(O)ccc(C(=O)COc2ccccc2F)c1O
    -1, 101, 6, -7, 7.3, 7.7, -6, -1, 2
COc1ccc(/C=N/NC(=O)c2ccoc2C)cc1O
    -2, 102, -14, 1, 0.3, -0.3, -6, -51, -2
N#Cc1cccc(NC(=O)Nc2cccs2)c1
    -1, 100, 8, -5, 13, 18, -34, -2, 9
Cc1ccc(CS(=O)Cc2ccc(C(=O)N3CCN(c4ccc(F)cc4)CC3)o2)cc1 (stereo not drawn)
    1, 105, -5, -7, 7.7, 3.3, -6, 12, 2

Below each SMILES – GalR3 antagonist, MEKK2wt PB1 HTS, M18AAP inhibitor, GPR7 antag, V1R ag counter, OXTR agonist, OXTR potentiate, NALP1 inh, MEKK2mut PB1 HTS
O=C(O)c1cccc(NC2=C(Cl)C(=O)c3ccccc3C2=O)c1
    -7, 90, 8, -3, x, x, x, 0, -4
COCCNC(=O)C1=NOC(Cn2cc(C#N)c(=O)n(C)c2=O)C1 (stereo not drawn)
    -4, 129, -1, -14, 0.7, 0.7, 1, -8, 6
CCn1c(=S)sc2c(=O)n(CC(=O)Nc3ccccc3OC)c(C)nc21
    0, 92, 3, -3, 1.9, 0.8, -6, 25, -2
Cc1ccc(NC(=O)Cn2cc(C(=O)C3CC3)c3ccccc32)c(C)c1
    -4, 97, -3, 1, 0.6, 0.5, -14, -13, -7
O=C(Nc1nc2ccccc2s1)c1cc(-c2ccco2)nc2ccccc12
    -10, 95, -9, -4, -0.8, -0.3, 0, x, 0
CC(C)CCNC(=O)COc1ccc(C(=O)c2ccccc2)cc1
    -1, 99, 0, -3, 4.0, 3.5, -11, -11, -1
CC(=O)Nc1cccc(NC(=O)CS(=O)(=O)c2cn(CC(=O)N3CCCC3)c3ccccc23)c1
    -3, 109, 7, -20, 1.0, -0.7, -4, 2, 10
COc1ccc(NCC(O)Cn2cnc3c2c(=O)n(C)c(=O)n3C)cc1 (stereo not drawn)
    -6, 96, 6, -5, -0.2, 0.3, -5, -11, -3
COc1ccc(N(C(=O)c2cccnc2)S(=O)(=O)c2ccc(F)cc2)cc1
    0, 98, -2, -4, 2.2, 1.7, -10, -4, 3
CC(C)(C)c1cnnn1-c1cccc([N+](=O)[O-])c1
    -2, 87, -5, -6, 0.6, 0.1, -3, -3, -10
COc1cc(/C=N/NC(=O)c2cccnc2)ccc1OCC(=O)N1CCOCC1
    -5, 83, -1, -4, 0.5, 1.6, 3, 28, -6
Cc1nn(-c2cccc3cccnc23)c(=O)c2ccccc12
    -3, 107, -5, -9, -0.3, -0.3, -5, -10, 4
CCCC1/C(=N/O)CC(c2ccccc2)NC1c1ccccc1 (stereo not drawn)
    6, 7.0*[inhibitor], 0, -22, 3.0, 0.0, -29, 2, -42
CCCC1C2CN(C(C)C)CC=C2C(C#N)=C(N)C1(C#N)C#N (stereo not drawn)
    4, x, 15, 5, 11, 7.4, -17, 24, x
Cc1ccsc1CN1CCN(c2ccccn2)CC1
    -5, 100, -5, -3, -0.5, -0.8, -2, 39, -3

Below each SMILES – GalR3 antagonist, MEKK2wt PB1 HTS, M18AAP inhibitor, GPR7 antag, V1R ag counter, OXTR agonist, OXTR potentiate, NALP1 inh, MEKK2mut PB1 HTS
Cc1cc(C(=O)NCc2ccccc2)no1
    -3, 101, 5, -12, 0.2, -1.1, -5, 18, 4
CCOc1cc(/C=C(/C#N)C(=O)Nc2ccc(O)cc2)cc(Br)c1O
    5, 103, -4, 6, 6.6, 7.2, -14, x, 0
CCC(C)NC(=O)CSC1=Nc2ccccc2C2=NC(CCC(=O)NCc3ccco3)C(=O)N12 (stereo not drawn)
    -2, 97, 0, -8, 0.7, 0.1, 4, -8, -2
COc1cc(CN2CCC(CO)(CCOc3ccccc3)CC2)cc(OC)c1
    -1, 112, -8, 7, 5.0, 4.7, -31, x, -7
O=C(NC(NCCCN1CCOCC1)(C(F)(F)F)C(F)(F)F)C1CCCCC1
    -2, 100, -2, -10, -0.4, 1.1, 0, 1, 3
Cc1nnsc1C(=O)N1CCN(c2ccc(F)cc2)CC1
    0, 96, 3, -13, 1.0, 0.3, -4, x, -23
CC(=O)Nc1ccc(S(=O)(=O)Nc2ccccc2C(=O)N2CCOCC2)cc1
    -7, 97, 2, -9, -0.2, -0.4, 1, 10, -2
COc1cccc(CN(C(=O)c2ccco2)C(C(=O)NC2CCCC2)c2cccnc2)c1 (stereo not drawn)
    -3, 88, -1, 5, -0.2, 0.2, -9, -3, -5
O=C(N/N=C/c1ccc([N+](=O)[O-])o1)C1CCCC1
    -2, 104, 17, -11, 0.2, -0.3, -9, 3, 3
COc1ccc(/C=C/C(=O)NCC(=O)N/N=C/c2cc(Br)ccc2OCc2ccccc2)cc1
    -2, 92, 2, 1, -0.5, -0.5, -14, 13, 7

High-throughput results from PubChem BioAssay.
